# IP6K1 inh: blocks human inositol hexakisphosphate kinase 1; IP6K1 kinase, ADP-Glo luminescence, 2 h; stronger effect = lower value; 140,000 compounds, 0.81% hits; Q92551; activity change, % (series mostly up to about 58 µM); in the data active = activity change below about -25%
#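 ADP-Glo luminescence measures ADP made by human IP6K1 during a 2 h RT reaction with ATP/IP6 (mix at 1.3 mM/130 uM); top library doses 57.5 and 19.1 uM final.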
# 3T3 cytotox: kills NIH 3T3 cells; NIH 3T3 viability, CellTiter-Glo ATP luminescence, 48-72 h; Potency, µM (series often up to 96.7 µM), for the others: at the top dose activity change, negative = cytotoxicity, most hits filed as inhibitors; 94,000 compounds, 4.3% hits; also: potency is read from the fitted curve at half-maximal effect; nearly all actives have a fitted effect of over 55% in size
#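 Cytotoxicity is measured as loss of cellular ATP: NIH 3T3 cells (400/well) are exposed to compound for 48 or 72 hr at 37 °C, then CellTiter-Glo luminescence is imaged after 10 min at room temperature.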
# SNCA viab count: counter-screen for SNCA expression inhibitors: cell viability; HEK-293-SNCA-luc viability, GF-AFC fluorescence, 24 h; Potency, µM (top dose mostly 57.1 µM), inactives show top-dose activity change, negative = cytotoxicity, hits mostly cytotoxic; 150,000 compounds, 0.12% hits;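 also: potency is read from the fitted curve at half-maximal effect; 0% = DMSO-treated cells and -100% = medium-only wells without cells; nearly all actives have a fitted effect of over 30% in size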
#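 Cytotoxicity counterscreen: after 24 h compound treatment of genome-edited SNCA-luciferase HEK-293 cells, live-cell protease substrate GF-AFC read by fluorescence after 30 min; activity scaled between DMSO (0%) and medium-only (-100%), curves Hill-fitted.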
# GPT2 inhibitor: GPT2 alanine aminotransferase inhibition; Potency, µM (top dose mostly 57.7 µM), for the others: top-dose activity change, negative = inhibition, usual class: inhibitors; Recombinant GPT2, coupled pyruvate oxidase/HRP Amplex Red fluorescence; Q8TD30; 100,000 compounds, 0.25% hits; also: potency is read from the fitted curve at half-maximal effect; nearly all actives have a fitted effect of over 60% in size; many of its hits are not listed in these tables
# Target sequence (Q8TD30 whole entry, looked up): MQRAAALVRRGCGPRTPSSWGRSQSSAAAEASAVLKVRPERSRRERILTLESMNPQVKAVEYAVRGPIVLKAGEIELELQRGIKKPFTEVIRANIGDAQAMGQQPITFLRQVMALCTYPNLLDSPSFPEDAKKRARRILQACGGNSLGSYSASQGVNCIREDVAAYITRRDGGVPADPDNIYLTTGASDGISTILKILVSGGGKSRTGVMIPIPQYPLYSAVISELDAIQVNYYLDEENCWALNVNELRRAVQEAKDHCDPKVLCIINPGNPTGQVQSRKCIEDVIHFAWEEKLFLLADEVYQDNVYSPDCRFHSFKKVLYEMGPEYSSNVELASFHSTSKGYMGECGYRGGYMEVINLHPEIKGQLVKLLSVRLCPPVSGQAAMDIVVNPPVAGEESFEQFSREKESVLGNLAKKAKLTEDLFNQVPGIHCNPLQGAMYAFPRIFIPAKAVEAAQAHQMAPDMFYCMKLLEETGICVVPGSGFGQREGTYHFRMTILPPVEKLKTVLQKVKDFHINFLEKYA
#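 Fluorescence read-out: pyruvate from GPT2 turnover coupled to pyruvate oxidase, HRP and Amplex Red (0.2mM ThPP, 0.2U/mL PO and HRP, 50uM Amplex final). Substrates 250uM a-KG, 2mM L-alanine; enzyme 10ng/uL; 30 min RT.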
# HEK293 tox: cytotoxic compounds in HEK 293 cells; HEK 293 viability, ATP luminescence (CellTiter-Glo), 48-72 h; Potency, µM (top dose mostly 115 µM), inactives show at the top dose activity change, negative = cytotoxicity, usual class: inhibitors; 94,000 compounds, 6.6% hits; also: potency is read from the fitted curve at half-maximal effect; nearly all actives have a fitted effect of over 60% in size
#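 CellTiter-Glo luminescence (cellular ATP) was read after 48 or 72 hr of compound exposure at 37 degree Celsius. Cells were HEK 293 plated at 250 cells/well.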
# SNCA expr inh: inhibitors of alpha-synuclein (SNCA) gene expression | HEK-293 SNCA-luciferase knock-in, luminescence, 24 h | Potency, µM (series often up to 57.2 µM), for the others: at the top dose activity change, negative = inhibition, usual class: inhibitors | 140,000 compounds, 0.17% hits;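 also: potency is read from the fitted curve at half-maximal effect; plate controls were DMSO cells for no effect and cell-free wells for full effect; nearly all actives have a fitted effect of over 45% in size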
# FLuc inh: Photinus pyralis luciferase inhibition; 76,000 compounds, 2.5% hits; P08659; Potency, µM (top dose mostly 115 µM), without a hit: top-dose activity change, negative = inhibition, most hits filed as inhibitors; purified P. pyralis luciferase, luminescence, biochemical; AID 1347043; also: potency is read from the fitted curve at half-maximal effect; nearly all actives have a fitted effect of over 65% in size
# Target sequence (P08659 whole entry, looked up): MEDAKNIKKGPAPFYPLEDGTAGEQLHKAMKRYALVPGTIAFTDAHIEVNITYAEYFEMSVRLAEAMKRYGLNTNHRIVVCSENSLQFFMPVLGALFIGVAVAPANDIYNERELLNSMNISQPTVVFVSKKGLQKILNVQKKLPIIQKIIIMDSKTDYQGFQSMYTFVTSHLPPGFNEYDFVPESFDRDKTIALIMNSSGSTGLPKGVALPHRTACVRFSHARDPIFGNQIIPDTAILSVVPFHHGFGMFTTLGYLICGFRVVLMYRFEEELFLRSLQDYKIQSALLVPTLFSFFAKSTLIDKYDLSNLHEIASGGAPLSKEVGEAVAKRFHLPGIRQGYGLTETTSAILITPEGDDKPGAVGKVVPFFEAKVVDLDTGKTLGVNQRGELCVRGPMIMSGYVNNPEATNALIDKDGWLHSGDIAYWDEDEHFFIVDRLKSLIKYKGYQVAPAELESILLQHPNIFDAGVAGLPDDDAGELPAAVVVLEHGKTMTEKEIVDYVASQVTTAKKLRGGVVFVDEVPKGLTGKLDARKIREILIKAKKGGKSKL
#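 Biochemical qHTS: compound (6-point titration) added to 10uM D-luciferin plus 10uM ATP in Tris acetate pH 7.5 buffer with Mg, Tween-20 and BSA, then purified enzyme at 10nM; light output imaged.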
# The depositor's hits bear a star; i = inactive; ? = inconclusive; / = not tested or not shown; & = joins results of further samples; ! = not active in a repeat; [ ] = another dose, or the depositor's remark. Unless noted, calls follow the shape of the dose curve; as a rule, active = well fitted curve in the direction sought with a large enough effect; inconclusive = small, poorly fitted or top-dose-only effect, or another doubt; inactive = no such curve, though single readings can be large; an effect the other way counts as inactive or inconclusive. Unless noted, % is scaled to controls: 0 for no effect and ±100 for the full control effect. These rows are one share of the data. The share of hits here may be higher or lower than overall.
molecule,IP6K1 inh,3T3 cytotox,SNCA viab count,GPT2 inhibitor,HEK293 tox,SNCA expr inh,FLuc inh
COCCn1ncc(N2CCCC(CC(=O)NC3CCCCC3)C2)cc1=O (stereo not given),30.3,4.8%,-0.8%,3.3%,7.0%,3.6%,-8.3%
CCOC(=O)C1CCCN(C(=O)c2coc(COc3cccc(F)c3F)n2)C1 (stereo not given),0.6,-2.0%,-1.0%,i,-6.1%,-28.0%,-2.6%
COc1ccc(N2CC(c3noc(-c4ccccc4OC)n3)CC2=O)cc1 (stereo not given),-6.2,?,-2.8%,i,?,4.7%,-10.5%
COC(=O)C1=CO[C@@H](O[C@@H]2O[C@H](CO)[C@@H](O)[C@H](O)[C@H]2O)[C@@H]2[C@@](C)(O)[C@@H](O)C[C@]12O,-1.6,/,-6.2%[23.9 µM],3.7%[27.3 µM],/,/,/
O=C(c1ccccc1OCC1CCCN(Cc2ccc3[nH]ccc3c2)C1)N1CCCC1 (stereo not given),9.2,-18.6%,-16.2%,-8.3%,?,-25.6%,2.5%
CCn1c(C2CCN(C(=O)CC34CC5CC(CC(C5)C3)C4)CC2)n[nH]c1=O,0.0,-0.3%,-3.3%,4.1%,-4.9%,?,-1.4%
COc1ccc(CNC(=O)c2ccc(N3CCCC3)c(NC(=O)NCc3ccc(C)cc3)c2)cc1,-2.7,/,-10.1%,/,/,5.6%,/
O=C(O)c1ccc(CN2CCOC[C@H]2c2ncc(-c3cccnc3)[nH]2)cc1,13.3,-3.0%[174 µM],6.7%[87.6 µM],0.2%[88.5 µM],-0.3%[172 µM],?,-4.4%[172 µM]
CCn1c(=O)c2sccc2n2c(CCC(=O)NCc3ccc(Cl)cc3)nnc12,14.8,/,13.8%,/,/,-5.2%,/
CC(=O)N1CCN(C(=O)c2nc3sccn3c2-c2ccc(C)cc2)CC1,4.7,-13.5%,4.4%,1.1%,-5.1%,-11.6%,/
COc1cc(-c2noc(-c3cc4cccc(C)c4oc3=O)n2)cc(OC)c1OC,5.7,/,4.5%,/,/,15.5%,/
CCc1nc2c(c(-c3ccc(Cl)cc3)n1)CN(C(=O)Nc1ccccc1)CC2,-9.8,?,-21.7%,1.4%,?,-16.3%,9.0%
CC(=O)NCCCC(=O)N1CCC2(CC1)CN(C(C)=O)Cc1ccccc1O2,-8.9,-2.1%,3.3%,-8.6%,4.4%,-19.9%,/
CC(C)(O)c1cc(CC2(NCc3cnc4ccccc4c3)COC2)no1,-2.3,2.3%[138 µM],-9.2%[87.6 µM],4.2%[88.5 µM],?,14.3%[87.6 µM],0.3%[172 µM]
COCCCNC(=O)CCCn1c(=O)c2cccn2c2ccccc21,26.4,/,2.1%,/,/,8.7%,/
O=C(Cc1c[nH]c2ncc(-c3ccccc3)cc12)Nc1cccnc1,-14.5,28.2µM*,-16.5%[87.6 µM],i,70.8µM*,?,-22.1%[172 µM]
Cn1ncc2c(C(=O)NC3CCOCC3)cc(-c3ccccc3C(F)(F)F)nc21,-1.3,-26.2%,/,/,-24.2%,/,/
Cc1ccc2c(=O)cc(C(=O)Nc3sc4c(c3C(=O)NCc3ccco3)CCC4)oc2c1C,9.3,/,-8.4%,/,/,-12.8%,/
O=C(Nc1nc2ccc(F)cc2s1)c1nc(S(=O)(=O)Cc2ccccc2)ncc1Cl,-40.4*,/,31.6µM*,/,/,?,/
CN1C(=O)CC(C(=O)O)C12CCN(Cc1cnn(C)c1)CC2 (stereo not given),-6.7,-1.1%,-2.4%,-2.4%,-6.4%,-7.6%,-5.7%
Cc1cccc(CN(CCN2CCCCC2)CC2CCCN(C3CCCC3)C2)n1 (stereo not given),-5.5,0.2%,-15.0%,2.3%,-7.0%,-11.8%,14.9%
COc1ccc(CN2CC3(CCN(C(=O)c4ccc(OC)c(F)c4)CC3)C2=O)cc1,4.3,-25.3%,-0.5%,-2.1%,-23.2%,?,4.8%
CCCCC(=O)Nc1ccc(OCc2cc(=O)n3ccc(C)cc3n2)cc1,-3.2,/,5.0%,/,/,-8.6%,/
CCOC(=O)CCNC(=O)N1c2ccccc2CC1c1nc(C(C)C)no1 (stereo not given),17.9,i,?,i,-2.3%,-16.3%,-14.9%
O=C(COc1ccccc1)N1CCC(n2cc(-c3nc(-c4ccccc4)no3)nn2)CC1,-6.0,12.6µM*,3.4%,i,?,94.9%[activator],-21.8%
Cc1nc(-c2cccc(Cl)c2)n(Cc2ccc(F)c(F)c2)c(=O)c1CCO,0.0,?,?,?,?,?,-12.4%
CN1CCC(N2CCOC[C@H]2c2ncc(C(C)(C)C)[nH]2)CC1,6.3,-16.5%[138 µM],-3.4%[87.6 µM],i,-10.8%[172 µM],?,-9.3%[172 µM]
Cc1ccccc1Nc1n[nH]c(C(O)c2cccc(C(F)(F)F)c2)n1 (stereo not given),-9.3,?,6.3%[87.6 µM],2.7%[88.5 µM],?,-11.0%[87.6 µM],5.9%[172 µM]
Cc1ccc(CNC(=O)c2ccc(NC(=O)c3cc4c(=O)[nH]c(C)cn4n3)cc2)cc1,-9.0,-3.7%,7.5%,i,?,15.1%,11.2µM*
CC(C)Cn1c(=O)c2sccc2n2c(CCCC(=O)Nc3ccc(Cl)cc3)nnc12,30.6,/,?,/,/,16.4%,/
COc1ccccc1-c1cccc(CN2CCCC(C(=O)NC3CCCC3)C2)c1 (stereo not given),-13.6&-1.4,35.5µM*!,-24.7%&-9.0%,?,35.5µM*!,?,/
C=CCNC(=O)N[C@H]1CCN(C(=O)CC(C)(C)C)[C@@H]1C(=O)N[C@@H](C(=O)OC)C(C)C,-6.3,-5.4%[174 µM],-4.0%[87.6 µM],?,-13.7%[172 µM],5.3%[87.6 µM],-1.3%[172 µM]
Cc1noc(CC2CCOC3(CCN(C(=O)c4ccc(C#N)cc4)CC3)C2)n1 (stereo not given),-11.6,-17.6%,-22.2%,-21.6%,-10.2%,1.0%,-10.8%
COc1ccccc1CN1CC[C@H](CNC(=O)C2CC2)[C@H](N(C)C)C1,4.8,-10.4%,-6.9%[12.5 µM],i,4.2%,-8.1%,-7.4%
Cc1cc(C)cc(N2CCn3c2nc2c3c(=O)n(CCCc3ccccc3)c(=O)n2C)c1,6.2,/,-12.5%,/,/,4.6%,/
CN(C)[S+](=O)([O-])c1ccc2c(c1)OCCN(Cc1ccncc1F)C2,4.0,?,-0.4%[87.6 µM],-1.1%[88.5 µM],?,-3.1%[87.6 µM],-4.9%[172 µM]
Cn1cc(-c2ccc(F)cc2)cc1C(=O)O,-7.7,i,9.1%,i,11.1%,-24.1%,0.2%
CCOC(=O)CC(NC(=O)CCc1c(C)nc2c(-c3ccccc3)c(C)nn2c1C)c1ccc(OC(C)C)cc1 (stereo not given),13.0,/,-11.1%,/,/,?,/
OC[C@@H]1O[C@H](CNCc2cccc(Cl)c2)[C@H](N2CCOCC2)[C@@H]1O,5.8,0.0%[174 µM],-3.9%[87.6 µM],-10.7%[88.5 µM],-3.4%[172 µM],-0.7%[87.6 µM],1.8%[172 µM]
CC(=O)C1CCC2(C)C3=C(CCC12C)C1(C)CCC(=O)C(C)(C)C1CC3 (stereo not given),6.2,/,-14.7%,2.0%[27.3 µM],/,/,/
CN(C1CCOCC1)C1CCc2nn(C)c(=O)n2CC1 (stereo not given),-2.2,3.1%,3.5%,i,-4.2%,16.2%,-0.5%
O=C(NCCc1c[nH]c2ccccc12)c1coc(COc2ccc3c(c2)OCO3)n1,-3.6,?,-12.6%,i,?,?,-11.8%
COCC(=O)N1CCC(Oc2ccccc2C(=O)N2CCN(c3ccccn3)CC2)CC1,29.4,i,8.1%,-3.9%,i,-14.7%,-9.2%
COc1ccc(C)cc1NC(=O)N1CCC(CN2CCOCC2)CC1,-4.9,/,-18.2%,/,/,16.6%,/
CN1CC(=O)N(c2ccccc2F)Cc2c(NCCc3ccccc3)ncnc21,-1.9,?,-22.2%,?,44.7µM*,-18.9%,-11.3%
CCN(CC)c1ccc(-c2nc(-c3ccco3)no2)cc1[N+](=O)[O-],-1.9,/,-6.1%,/,/,-18.4%,/
Cc1c(C(=O)NC2CC(c3nnc(CO)n3C3CC3)C2)n(C)c2c(C)cccc12 (stereo not given),-1.7,-13.3%,6.3%,-6.0%,i,14.5%,4.9%
O=C1CCCCC(CNC(=O)C2(c3ccccc3)CC2)N1 (stereo not given),-4.4,0.8%,-2.4%,i,i,-7.2%,3.0%
CCc1ccc(NC(=O)CSC2=Nc3ccccc3C3=NC(CC(=O)NCc4ccc5c(c4)OCO5)C(=O)N23)cc1 (stereo not given),26.6,/,?,/,/,31.1%[activator],/
Cc1ccc(N2CC(c3nc(-c4ccc(Cl)cc4)no3)CC2=O)cc1F (stereo not given),2.8,/,-2.0%,/,/,-0.6%,/
CC(C)(C)C(=O)NCCNC(=O)c1ccc(-c2cccc(C(F)(F)F)c2)cc1,5.0,?,/,/,28.2µM*,/,/
CC(C)n1nc(OC(C)(C)C(=O)NCCc2cccnc2)c2cc(CN3CCOCC3)ccc21,4.6,?,-15.3%,-14.5%,i,-5.9%,0.2%
COc1ccc(OCC(=O)N2CCC(Cc3nc(-c4ccc(F)cc4)no3)CC2)cc1,0.0,?,?,i,?,?,-1.5%
Cc1ccc(C(=O)Nc2ccc(-c3nc4ccccc4s3)cc2C)cc1C,-1.9,/,-6.3%,/,/,116.4%[activator],/
Cc1ccc(C(=O)N2CCC3(CNc4ccccc4[S+](=O)([O-])N3)C2)cc1 (stereo not given),4.3,?,-8.3%,i,?,5.1%,-14.1%
Cn1cc(CNC(=O)C[C@@H]2C[C@H]3O[C@H](CNC(=O)Nc4ccc(F)cc4)[C@@H](O)[C@H]3O2)cn1,15.2,-9.0%,5.6%,1.3%,-2.1%,-1.0%,-9.9%

# Further records follow:
molecule,IP6K1 inh,3T3 cytotox,SNCA viab count,GPT2 inhibitor,HEK293 tox,SNCA expr inh,FLuc inh
CCN(c1ccc(C)cc1)S(=O)(=O)c1nnc(NC(=O)C2CCCCC2)s1,-5.9,/,7.9%,/,/,-6.0%,/
O=C1c2ccccc2CN1C1CCN(Cc2cccnc2)CC1,-18.2,i,7.9%,i,i,3.2%,/
COc1ccccc1C(=O)N1CC(=O)N(CCCc2ccccc2)CC(O)C1 (stereo not given),-6.0,-19.2%,/,/,?,/,/
CC(=O)c1[nH]c(C)c(C(=O)N2CCC3(CC2)[C@H](O)C[C@@H]3OCCO)c1C,15.0,-7.4%,2.1%,-9.0%,-13.4%,-1.7%,13.9%

# Bioassay records (PubChem BioAssay)
